Screens deposited in PubChem BioAssay by National Center for Advancing Translational Sciences (NCATS).
USP2a block – USP2a (human) protease inhibition | O75604 | USP2 core, Ub-CHOP2 coupled fluorogenic reporter, 485/531 | Potency, µM (series often up to 38.3 µM), inactives show top-dose activity change, negative = inhibition, hits mostly inhibitors | actives 0.01% (n = 330,000);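 note: potency is the fitted concentration of half-maximal effect; plate controls were DMSO wells for no effect and full inhibition by NEM control for full effect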
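Cell-free coupled assay: 10nM USP2 core preincubated 30min RT with compound in Tris-HCl pH 8.0/CaCl2/CHAPS buffer, then 25nM Ub-CHOP2 and 25nM reporter substrate; fluorescence (Ex 485/Em 531) read after 60min RT, normalized to NEM inhibition, concentration-response curves fitted.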
uPA surface inh – blocks generation of uPA at the cell surface. cell surface uPA generation assay, qHTS. Potency, µM (doses to about 38.3 µM), for the others: at the highest dose activity change, negative = inhibition, most hits filed as inhibitors. actives 0.31% (n = 330,000). AID 540303; active = well fitted inhibition curve with a large enough effect; inconclusive = small, poorly fitted or top-dose-only effect; inactive = no such curve, though single readings can be large or run the other way; tested in mouse RAW 264.7 cells; note: potency is the fitted concentration of half-maximal effect; nearly all actives have a fitted effect of over 55% in size
PKM2 act – PKM2 (human) enzyme activation | P14618 | purified PKM2, Kinase-Glo ATP luminescence, activation; response scale: 0% is enzyme alone, no compound | Potency, µM (titrated, usually from 57.5 µM), for inactives: at the top dose activation, actives largely listed as activators | actives 0.34% (n = 260,000) | AID 1631; note: potency is the fitted concentration of half-maximal effect; nearly all actives have a fitted effect of over 55% in size
Target sequence (P14618 whole entry, looked up): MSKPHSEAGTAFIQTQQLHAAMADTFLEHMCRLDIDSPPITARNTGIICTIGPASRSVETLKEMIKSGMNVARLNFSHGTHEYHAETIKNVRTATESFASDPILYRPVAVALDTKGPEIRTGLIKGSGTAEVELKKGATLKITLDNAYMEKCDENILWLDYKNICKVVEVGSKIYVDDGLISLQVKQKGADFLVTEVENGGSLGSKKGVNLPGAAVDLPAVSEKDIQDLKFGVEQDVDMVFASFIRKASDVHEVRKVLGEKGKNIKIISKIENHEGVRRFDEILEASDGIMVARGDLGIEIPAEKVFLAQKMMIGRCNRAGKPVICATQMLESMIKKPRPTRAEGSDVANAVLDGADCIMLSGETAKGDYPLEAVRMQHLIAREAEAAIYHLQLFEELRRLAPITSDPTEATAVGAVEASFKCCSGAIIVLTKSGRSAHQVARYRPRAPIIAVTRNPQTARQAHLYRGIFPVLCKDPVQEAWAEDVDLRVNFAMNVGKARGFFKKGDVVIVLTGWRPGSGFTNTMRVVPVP
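ATP formation by purified human PK-M2, quantified via coupled luciferase luminescence after 1 h at room temperature with 0.1 mM ADP and 0.5 mM PEP final.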
GALK inhibitor – inhibitors of human galactokinase | Potency, µM (doses to about 57.5 µM), without a hit: top-dose activity change, negative = inhibition, hits mostly inhibitors | P51570 | Purified GALK, Kinase-Glo residual ATP luminescence | actives 0.007% (n = 270,000); note: potency is the fitted concentration of half-maximal effect
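The enzyme phosphorylates galactose (100 uM) using ATP (35 uM); inhibition is detected as higher residual ATP, quantified by bioluminescence after 1 h reaction at room temperature, pH 8.0.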
hERG WT inh – KCNH2 (human, wildtype) channel inhibition; Q12809; U2OS, BacMam KCNH2, thallium flux FluxOr; active compounds read low; activity change, % at 1.84 µM; actives 0.37% (n = 340,000); AID 720551;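 active = maximum activity change below -70%; inconclusive = maximum activity change between -70% and -50%; inactive = maximum activity change above -50%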
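U2OS cells transduced with wild-type KCNH2 virus are loaded with FluxOr dye for 45 min, and thallium flux is measured in kinetic reads before and after stimulation buffer. Rate constants are normalized to DMSO controls.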
Eya2 phos inh – inhibitors of human Eya2 phosphatase activity. recombinant Eya2, OMFP fluorescence dephosphorylation (OMFP is methylfluorescein phosphate). O00167. actives 0.006% (n = 330,000). Potency, µM (highest dose often 76.9 µM), for the others: at the top dose activity, negative = inhibition, hits mostly inhibitors; note: potency is the fitted concentration of half-maximal effect
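Eya2 protein (added as 0.2 uM solution) was preincubated with compound for 10 min at ambient temperature in 50 mM HEPES pH 7.5, 50 mM NaCl, 5 uM MgCl2, 0.05% BSA, 1 mM DTT. OMFP (added at 50 uM) then reacted 10 min; fluorescence read at 485/525 nm.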
KCNH2 3.1 inh – KCNH2 3.1 (human) potassium channel inhibition. U2OS KCNH2 3.1, thallium flux FluxOr; active compounds read low. activity change, % (tested at about 1.8 µM). actives 0.95% (n = 340,000);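 active = maximum activity change below -70%; inconclusive = maximum activity change from -70% to -50%; inactive = maximum activity change above -50%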;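 note: thallium influx rate constant from kinetic fluorescence after stimulation buffer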
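Virally transduced U2OS (3.1 isoform, 4 h infection in dark at RT) → overnight 37 C → FluxOr + Red40 in HBSS/HEPES, 45 min → stimulation buffer, 2 min kinetic read → rate constant vs DMSO controls.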
FBPA coupling cs – counter-screen for Giardia aldolase inhibitors: coupling enzyme system | activity change, negative = inhibition, % at 58.2 µM, hits read low | actives 0.67% (n = 290,000) | coupling enzyme system counterscreen, AmpLite Red fluorescence; in the data active = activity change below about -30%
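Fluorescence at 525 nm excitation and 598 nm emission measured inhibition of the coupled detection system without aldolase. Compounds (at 57.5 uM final) were preincubated 10 min at room temperature with coupling enzyme reagent before a 20 min substrate/AmpLite Red step.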
B2AR arrestin – recruits beta-arrestin to the human beta2-adrenergic receptor | P07550 | beta-arrestin recruitment to beta2AR, cell-based reporter | Potency, µM (highest dose often 46.1 µM), inactives show at the top dose activation, most hits filed as activators | actives 0.02% (n = 330,000);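 note: potency is the fitted concentration of half-maximal effect; 0% = DMSO controls and full agonism = EC100 isoproterenol or metaproterenol; nearly all actives have a fitted effect of over 65% in size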
Target sequence (P07550 whole entry, looked up): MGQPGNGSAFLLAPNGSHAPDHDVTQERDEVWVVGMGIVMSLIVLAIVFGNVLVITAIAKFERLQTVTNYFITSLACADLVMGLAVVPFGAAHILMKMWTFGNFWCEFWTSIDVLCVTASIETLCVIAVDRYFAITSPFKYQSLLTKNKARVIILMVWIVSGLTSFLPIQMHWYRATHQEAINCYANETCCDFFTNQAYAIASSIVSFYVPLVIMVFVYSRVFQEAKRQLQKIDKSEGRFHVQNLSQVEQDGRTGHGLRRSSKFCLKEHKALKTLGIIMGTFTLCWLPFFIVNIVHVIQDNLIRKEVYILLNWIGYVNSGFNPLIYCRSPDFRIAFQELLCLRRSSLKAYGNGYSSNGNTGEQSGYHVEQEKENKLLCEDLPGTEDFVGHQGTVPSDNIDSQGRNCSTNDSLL
Chronic BCR inh – blocks chronic active B-cell receptor signaling | ABC-DLBCL IkBa-CBG/CBR reporter, luminescence ratio, 4 h | Potency, µM (series often up to 46.1 µM), without a hit: top-dose ratio change, negative = lower green/red ratio, most hits filed as inhibitors | actives 0.05% (n = 340,000); active = well fitted inhibition curve with a large enough effect in the signal ratio, with a control signal flat, not every such curve was filed as active; inconclusive = small, poorly fitted or top-dose-only effect, or effect the other way, or a change in a side signal; the % refers to the signal ratio;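 note: potency is the fitted concentration of half-maximal effect; plate controls were basal doxycycline-induced cells for no effect and cells given 10 µM MG132 for full effect; MG132 reads +100%, hits lower the ratio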
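TMD8 ABC-DLBCL cells carrying doxycycline-inducible green luciferase fused to IkappaBalpha plus unfused red luciferase were exposed to compounds (up to 46 uM) for 4 hrs at 37C. Activity came from the overlap-corrected green/red luminescence ratio.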
Giardia killer – Giardia lamblia killing; Giardia lamblia trophozoite viability; activity change, % at 7.66 µM, hits read low; actives 0.15% (n = 340,000); in the data active = activity change below about -80%; inconclusive = between about -30% and that limit;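 note: parasites exposed to compound for two days anaerobically before the ATP read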
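Anaerobic 48 hrs incubation at 37 deg C of 100 trophozoites/well with test compounds; ATPLite 1-Step luminescence, 15-30 min RT, reports cellular ATP as viability.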
The depositor's hits bear a star; ? = inconclusive; · = not tested or not shown; [ ] = dose if it differs, or a comment. Unless noted, calls come from the whole dose curve; as a rule, active = well fitted curve in the direction sought with a large enough effect; inconclusive = small, poorly fitted or top-dose-only effect, or another doubt; inactive = no such curve, though single readings can be large; an effect the other way counts as inactive or inconclusive. Unless noted, % is set by controls: 0 for no effect and ±100 for the full control effect. Compounds as they come (roughly 2.4% active in at least one column).

SMILES | USP2a block | uPA surface inh | PKM2 act | GALK inhibitor | hERG WT inh | Eya2 phos inh | KCNH2 3.1 inh | FBPA coupling cs | B2AR arrestin | Chronic BCR inh | Giardia killer
O=C(O)CCc1ccc(-c2ccc(Br)cc2)n1Cc1ccco1 | 3% | -7% | -2% | -7% | -9 | -17% | 1 | 12 | 0.1% | ? | 11
O=C(/C=C/c1cccc([N+](=O)[O-])c1)NCC1CCCO1 (configuration not stated) | -1% | 3% | 6% | 0% | -13 | 3% | -6 | -8 | -0.1% | 1% | -10
O=C(CCN1C(=O)COc2ccccc21)NCCCN1CCN(c2ccccc2F)CC1 | 0% | -4% | 7% | -4% | 3 | -5% | 3 | 0 | -0.2% | -12% | -11
Cc1sc2nc(C)n(/N=C/c3ccc(O)cc3O)c(=O)c2c1C | 4% | -2% | -14% | -2% | 0 | -3% | 5 | -1 | -1.0% | -10% | 14
O=C(Nc1nccc(-c2cccs2)n1)c1cccs1 | -2% | -7% | -6% | -2% | -5 | 9% | 1 | -19 | -1.4% | ? | 4
Cc1ccc(S(=O)(=O)N(C(=O)c2ccncc2)c2ccc3oc4c(c3c2)CCCC4)cc1[N+](=O)[O-] | -7% | -1% | 0% | 3% | -7 | 3% | 1 | 0 | -0.8% | 1% | 5
COc1ccc(NC(=O)CCN2C(=O)NC3(CCCC3)C2=O)cc1Cl | 2% | 10% | · | · | 10 | 6% | -3 | · | 0.0% | ? | 45[activator]
Cc1ncc([N+](=O)[O-])n1CC(=O)NC1CCCCC1 | 2% | 18% | 2% | 1% | 2 | 3% | 5 | 0 | 0.0% | -1% | -8
Cc1c(C(=O)Nc2ccccc2)oc2c1C(=O)CC(C)(C)C2 | 1% | · | -18% | -2% | -6 | -7% | -13 | 0 | 0.6% | ? | -8
C/C(=C(\C#N)C(=O)NCCN1CCOCC1)N(C)C | 0% | 11% | -2% | 0% | 10 | 3% | -9 | 3 | -0.2% | 14% | 0
O=C(NCc1ccccc1)c1ccc2nc(N3CCOCC3)sc2c1 | 3% | -2% | -1% | 3% | 3 | 8% | 5 | 0 | -0.7% | 0% | 12
CCc1nc(SCc2ccccc2)n[nH]1 | 5% | 2% | -2% | 3% | 2 | 3% | 9 | 3 | 0.3% | ? | -16
Fc1ccc(CNC(=S)NCc2ccc(F)cc2)cc1 | 4% | 0% | 2% | -3% | -12 | -3% | -12 | -1 | 0.0% | 9% | 2
Cc1ccc(SCC(=O)NC(=O)Nc2ccc3c(c2)OCCO3)c(C)c1 | 2% | 2% | -11% | 0% | -3 | 12% | -3 | 0 | -0.1% | -8% | -12
CCC(C)[C@H](NC(=O)C1CC(=O)N(c2ccc3c(c2)OCO3)C1)C(=O)NC1CCCCC1 (some centres not stated) | 6% | 13% | · | 8% | -10 | 1% | -32 | -1 | -0.1% | -3% | -8
Cc1cc(Cn2nnc(-c3ccc(Br)cc3)n2)cc(C)c1O | -8% | -4% | · | · | 0 | -11% | -17 | · | 0.0% | ? | -4
Cn1sc(NC(=O)c2cccc(Cl)c2)nc1=O | 0% | 0% | -8% | -1% | 8 | 4% | -3 | -7 | -1.0% | ? | -1
CCOC(=O)Cn1c(=N)n(CCOc2ccc3ccccc3c2)c2ccccc21 | -6% | -2% | -3% | -3% | -25 | -10% | -31 | 4 | 0.0% | ? | 24
NS(=O)(=O)c1ccc(NC(=O)/C=C/c2cccs2)cc1 | 2% | 2% | -2% | -1% | -4 | -14% | -7 | -1 | -0.5% | 0% | -19
COc1ccc(-n2c(SCc3cn4c(C)cccc4n3)nc3ccccc3c2=O)cc1OC | 2% | -18% | -6% | -2% | -4 | 13% | -2 | 1 | -0.9% | -22% | 8
COc1ccc(C(CCNCc2ccc(F)cc2)c2ccc(F)cc2)cc1 (configuration not stated) | -1% | -3% | -17% | -1% | ? | -23% | -6 | 1 | 0.5% | 4% | 9
CC(OC(=O)c1ccc2ncsc2c1)C(=O)Nc1cccc(Cl)c1 (configuration not stated) | -1% | -10% | · | · | 27 | 23% | 8 | · | -0.8% | -12% | -24
COc1ccc(C2SCCN2C(=S)Nc2cccc(Cl)c2)cc1 (configuration not stated) | 1% | -9% | 18% | 0% | 16 | 6% | 8 | -1 | -0.2% | 0% | -11
CC(C)[C@H](NC(=O)[C@@H]1CSC2c3ccccc3C(=O)N21)C(=O)N1CCCCC1 (some centres not stated) | 3% | 0% | · | -4% | 0 | -4% | 11 | · | 0.2% | 6% | ?
CCOC(=O)C1CCCN(C2=NC(=O)/C(=C/c3ccc(N(C)C)cc3)S2)C1 (configuration not stated) | 29% | -6% | · | -1% | -19 | 28% | -10 | -6 | -0.9% | -6% | 1

The list goes on.
SMILES | USP2a block | uPA surface inh | PKM2 act | GALK inhibitor | hERG WT inh | Eya2 phos inh | KCNH2 3.1 inh | FBPA coupling cs | B2AR arrestin | Chronic BCR inh | Giardia killer
C[C@H]1O[C@H](O[C@H]2[C@H](O[C@@H]3CC[C@@]4(C)C(CC[C@]5(C)C4CC=C4[C@@H]6CC(C)(C)CC[C@]6(C(=O)O[C@@H]6O[C@H](CO)[C@@H](O)[C@H](O)[C@H]6O)CC[C@]45C)C3(C)C)O[C@H](C(=O)O)[C@@H](O)[C@@H]2O)[C@@H](O)[C@@H](O)[C@@H]1O (some centres not stated) | 1% | 17% | · | · | -8 | -8% | 0 | · | -0.2% | 10% | -26
CCCc1nc2ccccc2c(=O)n1NC(=O)c1c(O)c2ccccc2[nH]c1=O | -2% | 1% | -19% | 1% | -15 | -4% | -12 | 5 | -0.1% | 1% | 3
Cc1ccc(NC(=O)Nc2cccc(F)c2)nc1 | -1% | 0% | -3% | 5% | 0 | -4% | 3 | -1 | 0.3% | ? | 18
CCCc1c(C(=O)NNc2ccc(C)cc2)cnn1-c1ccccc1 | 1% | 2% | 2% | -4% | 9 | 15% | -27 | -2 | -0.5% | -13% | -2
Cc1cc(O)cc(O[C@H]2OC(CO)[C@H](O)[C@@H](O)[C@H]2O)c1 (some centres not stated) | 1% | 24% | 0% | · | -3 | 4% | -1 | 0 | -0.4% | 2% | 9
COc1ccc(C2(C)NC(=O)N(CC(=O)Nc3ccc(-c4nc5ccc(C)cc5s4)cc3)C2=O)cc1 (configuration not stated) | 2% | -3% | 0% | -2% | -13 | -1% | -2 | -6 | -0.8% | ? | 12
O=C(Nc1nnc(C2CC2)s1)c1cncc(Br)c1 | 4% | -16% | · | · | -16 | 3% | -15 | · | -0.6% | ? | -3
CC(C)NC(=O)CN(Cc1ccc(F)cc1)C(=O)CCC(=O)Nc1ccccn1 | -2% | -1% | -3% | -3% | 12 | 9% | -7 | 3 | -0.1% | 13% | -16
CC(=O)c1ccc(NC(=O)c2ccc(CNc3c(N4CCCC4)c(=O)c3=O)cc2)cc1 | 10% | -7% | 1% | -5% | -14 | ? | -1 | 1 | 3.3% | -2% | 24
COc1cc(NC(=S)NC(=O)c2ccccc2F)ccc1NC(=O)c1ccco1 | 4% | -6% | -2% | 0% | -1 | 3% | 3 | 1 | -0.1% | ? | -14
Cc1ccc(S(=O)(=O)N2CN(Cc3ccco3)c3nc4ccccc4nc32)cc1 | 0% | -5% | ? | 2% | 6 | -6% | -10 | 2 | 0.0% | 4% | -4
CC(Sc1n[nH]c(-c2ccccc2F)n1)C(=O)Nc1ccc(S(N)(=O)=O)cc1 (configuration not stated) | 0% | 1% | · | · | -2 | 4% | -9 | · | 0.2% | 0% | -4
Cc1ccnc(NC(=O)c2ccc3c(c2)C(=O)N(CC(C)C)C3=O)c1 | 2% | -4% | -5% | 1% | 5 | -1% | -5 | · | 0.0% | -1% | 15
Cc1cccnc1CN1CCN(Cc2nc(Cc3cccc(F)c3)no2)CC1 | 0% | 0% | 0% | 1% | -8 | -6% | -2 | 0 | 0.1% | -17% | 10
COc1cc(C(=O)Nc2cc(S(C)(=O)=O)ccc2Cl)ccc1OCC(=O)N1CCOCC1 | 2% | 10% | · | · | -10 | -11% | 15 | · | 0.0% | ? | -6
COCCCN1C(=O)/C(=C\c2ccc3c(c2)OCO3)C(C(=O)OC)=C1C | 1% | -14% | -3% | 0% | 7 | -1% | -4 | -3 | 0.0% | 2% | 0
